FEN1 inh = blocks human flap endonuclease 1; P39748; Recombinant FEN1 flap cleavage, fluorescence, 15 min; Potency, µM (series often up to 114 µM), inactives show at the top dose activity change, negative = inhibition, usual class: inhibitors; 0.35% of 390,000 active; note: nearly all actives have a fitted effect of over 65% in size
Target sequence (P39748 whole entry, looked up): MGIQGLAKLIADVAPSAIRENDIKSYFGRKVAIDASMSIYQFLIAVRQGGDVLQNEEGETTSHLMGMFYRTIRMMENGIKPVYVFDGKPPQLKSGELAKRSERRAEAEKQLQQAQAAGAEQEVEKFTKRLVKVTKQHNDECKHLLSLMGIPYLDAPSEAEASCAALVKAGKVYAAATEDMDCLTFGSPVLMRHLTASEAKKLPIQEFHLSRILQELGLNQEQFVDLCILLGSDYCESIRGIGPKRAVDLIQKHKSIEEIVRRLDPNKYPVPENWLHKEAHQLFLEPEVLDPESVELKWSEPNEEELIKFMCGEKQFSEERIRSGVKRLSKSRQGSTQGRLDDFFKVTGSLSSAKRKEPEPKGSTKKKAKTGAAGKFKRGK
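FEN1 at 10 nM preincubated with compounds 15 min at room temperature, then flap DNA substrate added at 50 nM final. Signal read at 0 and 15 min; concentration-response fitted with four-parameter Hill equation.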
N370S GC = inhibits or activates N370S mutant glucocerebrosidase | P04062 | N370S GC spleen homogenate, 4MU-glucoside fluorescence | Potency, µM (doses to about 59.4 µM), for inactives: top-dose activity change, negative = inhibition, actives largely listed as inhibitors | 0.092% of 330,000 active;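 note: 0% = full enzyme activity and -100% = no enzyme basal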
GCN5L2 inh = GCN5L2 (KAT2A) acetyltransferase inhibition; 0.21% of 390,000 active; Potency, µM (doses to about 58.9 µM), without a hit: at the highest dose activity change, negative = inhibition, most hits filed as inhibitors; Q92830; AID 504327; GCN5L2 HAT assay, ThioGlo1 CoA-SH fluorescence
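Enzyme at 20nM final was mixed with library compounds for 15 min at room temperature. Peptide H3(1-25) at 75uM, acetyl-CoA at 70uM and ThioGlo1 at 50uM were then added. Plates were read immediately and after 20 min (Ex340nm/Em540nm).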
* hit, by the source's call; ? = inconclusive; / = no result given; & = joins results of further samples; [ ] = remark or other dose. Calls come from the whole dose curve; as a rule, active = well fitted curve in the direction sought with a large enough effect; inconclusive = small, poorly fitted or top-dose-only effect, or another doubt; inactive = no such curve, though single readings can be large; an effect the other way counts as inactive or inconclusive. Unless noted, % is set by controls: 0 for no effect and ±100 for the full control effect; potency is the fitted concentration of half-maximal effect. An excerpt (hit frequency here may not be typical).

SMILES | FEN1 inh | N370S GC | GCN5L2 inh
COc1ccc(C(=O)CSc2cc(C)nc3nc(C)nn23)cc1OC | -1% | 1% | -13%
Cc1ccc(C(=O)CCC(=O)OCC(=O)N2c3ccccc3NC(=O)C2(C)C)cc1 | 9% | -11% | -13%
COc1ccc(C(=O)Nc2ccc3nc4c(c(Nc5ccc(OC)c(OC)c5)c3c2)CCCC4)c(OC)c1 | -24% | / | -12%
CCC1=Nc2cc(C(=O)NCCN3CCOCC3)ccc2Sc2ccc(C)cc21 | -1% | -19% | -5%
O=C(c1ccc([N+](=O)[O-])cc1)N1CCSC1c1ccccc1Cl (stereo not given) | -3% | 10% | 4%
Nc1cc(OCC(F)(F)F)cc(OCC(F)(F)F)c1 | 0% | -3% | -4%
Cc1ccc(S(=O)(=O)/N=C(\c2ccc(F)cc2)n2c(C)nc3ccccc32)cc1 | -11% | -4% | -8%
O=C(CSc1nc2ccccc2[nH]1)Nc1ccc2c(c1)CCC2 | -4% | 28% | -4%
CC(=O)OC[C@H]1O[C@H](CCO/N=C(\C)CCN2CCCc3nc(C)c(C)cc32)C=C[C@@H]1OC(C)=O | / | 6% | -10%
Cc1cc(C)nc(SCC(=O)OC(C)C(=O)Nc2ccccc2)n1 (stereo not given) | 6% | -1% | -1%
Cc1cc(C)nc(SCc2cc(=O)c(OC(=O)c3ccc(Cl)c([N+](=O)[O-])c3)co2)n1 | -1% | ? | 1%
CC(=O)N1c2ccc(S(=O)(=O)N3CCC(C(=O)NC4CCCCC4)CC3)cc2CC1C (stereo not given) | -5% | -2% | -6%
CCCCN(CC)CCNC(=O)C1c2cc(OC)c(OC)cc2C(=O)N2CCc3ccccc3C12 (stereo not given) | 2% | 12% | -6%
COc1ccc(N2CCN(C(=O)c3cccn4c(=O)c5ccc(Cl)cc5nc34)CC2)cc1 | 5% | / | -6%
COc1ccc(C(=O)NCCCN=C2NS(=O)(=O)c3ccccc32)cc1 | 7% | 0% | -2%
COCCCN(C(=O)c1cccnc1SC)c1c(N)n(Cc2ccccc2)c(=O)[nH]c1=O | -4% | 2% | 1%
Cc1cccc(C(c2sc3nc(-c4ccco4)nn3c2O)N2CCOCC2)c1 (stereo not given) | 9% | / | -22%
Cc1cccc(S(=O)(=O)Nc2nc3ccccc3nc2NCC2CCCO2)c1 (stereo not given) | 18% | 15% | 2%
O=C(NCCCc1ccccc1)C(=O)c1c[nH]c2ccccc12 | -15% | -1% | -2%
COc1ccc2c(c1)c(CC(=O)OCC(=O)O)c(C)n2C(=O)c1ccc(Cl)cc1 | 10% | 15% | -16%
C=CCNC(=S)NNC(=O)c1cc(O)ccc1O | 13% | 5% | -8%
Oc1ccc(Nc2nc(-c3ccc4ccccc4c3)cs2)cc1 | / | ? | -14%
Cc1cccc(N(CC(N)=O)C2SC(=O)N(c3ccccc3)C2=O)c1 (stereo not given) | -2% | -3% | 3%
COc1ccccc1N1CCN(C(=O)c2cc3c(s2)CCC3)CC1 | 11% | 3% | -9%
CC(=O)Nc1ccc(NS(=O)(=O)c2ccc(Cl)s2)cc1 | -7%&2% | -5% | -2%&5%

(list continues)
SMILES | FEN1 inh | N370S GC | GCN5L2 inh
NC(=O)c1ccc(C(=O)c2ccc([N+](=O)[O-])cc2)cc1 | 6% | -12% | 2%
O=C(CCCn1c(=O)oc2ccccc21)NC1CCCCCC1 | / | -2% | -7%
CCn1cc(/C=C(\NC(=O)c2ccccc2)C(=O)N2CCOCC2)c2ccccc21 | -9% | -18% | -15%
COc1cccc(CNC(=O)C2CCCN(S(=O)(=O)N(C)c3ccc(F)cc3)C2)c1OC (stereo not given) | -3% | / | 2%
Oc1ccccc1Nc1ncnc2c1oc1ccccc12 | -3% | -6% | -10%
O=C(CN(C(=O)Cn1nnc(-c2ccccc2F)n1)c1cnc2ccccc2c1)NCC1CCCO1 (stereo not given) | 6% | 0% | -3%
Cc1c(Cl)cccc1NC(=S)NC1CCN(C(C)C)CC1 | 22% | -5% | 5%
CCOc1ccc(C(=O)Nc2cccc3ncccc23)cc1Br | 5% | 7% | -8%
Cc1cccc(NC(=O)c2sc3nc4c(cc3c2N)CCCCCC4)c1C | 3% | / | -25%
C=CC[C@H](CC(=O)NCCO)C(=O)NC[C@@H](OC(=O)[C@H](CC=C)CC(=O)OC(C)(C)C)c1ccccc1 | 4% | / | -1%
COC(=O)c1ccc(N2C(=O)c3cc(N4CCOCC4)c([N+](=O)[O-])cc3C2=O)cc1 | -5% | 3% | 13%
CCn1nc(NC(=O)c2ccncc2)c2cc3ccccc3nc21 | 0% | -4% | 1%
CC(C)N1CCC(N2CCN(CCCc3ccccc3)CC2CCO)CC1 (stereo not given) | 5% | -5% | -3%
Cn1c(=O)[nH]c(=O)c2c1nc(N/N=C/C(Br)=C/c1ccccc1)n2CCO | -7% | -9% | 2%
N#CC1=C(Nc2ccccc2Cl)SC(c2ccccc2O)NC1=O (stereo not given) | -7% | 1% | -12%
COC(=O)c1cc(-c2ccc(NC(C)=O)cc2)nc2ccccc12 | -17% | 7% | -5%
CC1CCN(CCOCCOc2ccccc2-c2ccccc2)CC1 | 0% | -14% | -4%
O=C(NCC1CCCO1)C1CCN(c2ccc(S(=O)(=O)N3CCCC3)cc2)CC1 (stereo not given) | -5% | 2% | -10%
O=C(N/N=C/c1cccc(C(F)(F)F)c1)c1ccc(O)cc1 | -5% | 7% | -8%
CCOC(=O)C1(Cc2cccc(F)c2)CCN(C(=O)c2ccoc2C)CC1 | -2% | 0% | 1%
COC(=O)c1nn(-c2ccccc2)c(Sc2ccccc2)c1/C=N/O | 8% | 12% | -13%
Cn1c(=O)oc2cc(S(=O)(=O)N3CCc4ccccc43)ccc21 | -18% | 2% | -6%
CO[C@@]12C[C@@H](COC(=O)c3cncc(Br)c3)CN(C)[C@H]1Cc1cn(C)c3cccc2c13 | / | -14% | 0%[21.4 µM]
Cc1ccc(-c2nc3ccc(C(=O)O)cc3nc2-c2ccc(C)cc2)cc1 | -5% | 22% | -10%
CC1(C)CC(=O)c2c(-c3cccs3)n[nH]c2C1 | 14% | 3% | -13%

The listing continues:
SMILES | FEN1 inh | N370S GC | GCN5L2 inh
COc1cc(C2Nc3ccccc3C(=O)N2c2ccc3c(c2)OCCO3)ccc1OCC(C)C (stereo not given) | 4% | ? | -15%
CCCN(CCC)CCCNC(=O)c1cn(C)c2ccc(S(=O)(=O)N(C)C3CCCCC3)cc2c1=O | -3% | -3% | 0%
OCCN(CCO)c1ncnc2c1cnn2-c1ccc(F)cc1 | 15% | / | 2%
CN(C)c1cccc(N=C2C=C(N3CCOCC3)CC(C)(C)C2)c1 | -9% | -5% | -10%
CCN(CC)c1ccc(-c2nn3c(-c4cccnc4)nnc3s2)cc1 | ? | -21% | 0%
COc1ccc(O)c(C(=O)c2cnn(C(=O)c3ccc(C)cc3)c2)c1 | -9% | / | -9%
O=C(Cn1c(=O)cnc2ccccc21)NNC(=O)c1ccccc1Cl | 8% | / | 0%
COc1ccc(C2CC(=O)Oc3cc(O)ccc32)cc1 (stereo not given) | -3% | 0%[89.1 µM] | -5%
CN(c1ccccc1)S(=O)(=O)c1cccc(NC(=O)CN2CCc3ccccc3C2)c1 | -9% | -4% | -4%
COc1ccc(Cn2c(CO)cnc2SCc2ccccc2)cc1 | 16% | / | -1%
O=C(O)c1ccc(-c2ccc(/C=N/Nc3ccc([N+](=O)[O-])cc3)o2)cc1 | -19% | 10% | -25%
COc1cccc(-c2ccc3ncnc(NCc4cccnc4)c3c2)c1 | 2% | -8%&-12% | 0%&-3%&-23%
COC(=O)c1ccccc1N1C(=O)[C@@H]2C(c3ccc(Br)cc3)=NO[C@@H]2C1=O | 3% | -9% | -24%
Cc1ccc(CNC(=O)CCSCc2cccc(F)c2)cc1 | -5% | -24% | -22%
N#C/C(=C/c1ccc(Br)o1)C(N)=S | / | -2% | -5%
CNC(=O)CCN(Cc1ccco1)S(=O)(=O)c1ccc(OC)c(OC)c1 | 0% | 1% | 0%
CCOC(=O)N1CCN(C(=O)C(NC(=O)c2ccco2)C(C)C)CC1 (stereo not given) | -12% | 2% | -7%
O=C1NC(c2cccc([N+](=O)[O-])c2)Oc2ccccc21 (stereo not given) | 9% | 8% | -3%
CCOC(=O)c1cc(C)[nH]c(=O)c1C#N | 5% | ? | 46%[activator]
CCOc1ncccc1C(=O)OCC(=O)Nc1cc(S(=O)(=O)N(CC)CC)ccc1C | 11% | 10% | -4%
CCc1ccc(S(=O)(=O)c2nnn3c2nc(N2CCCC2)c2sccc23)cc1 | 4% | / | -15%
Cc1ccc(COc2ccc(Br)cc2/C=N/O)cc1 | -14% | -4% | ?
COc1ccc(C(=O)/C=C/C(=O)N(Cc2ccc(F)cc2)C(C(=O)NC2CCCCC2)c2ccncc2)c(O)c1 (stereo not given) | -6% | -4% | -10%
CN1C(=O)N(CC(=O)N2CCN(S(=O)(=O)c3ccc4c(c3)CCC4)CC2)C(=O)C12CCCCC2 | 3% | -2% | 1%
CN(c1ccc(F)cc1)S(=O)(=O)N1CCCC(C(=O)NCc2cccc(Br)c2)C1 (stereo not given) | -5% | / | 1%

Following part.
SMILES | FEN1 inh | N370S GC | GCN5L2 inh
Cc1ccc(OCC(=O)Oc2c(C)cccc2C)cc1C | 3% | 14% | -8%
Cc1cc(C2(c3cc(C)c(NC(=O)CN4CCOCC4)c(C)c3)CCCCC2)cc(C)c1NC(=O)CN1CCOCC1 | 2% | -3% | -5%
O=C(NCc1cccc(F)c1)c1cccc2c1C(=O)c1ccc(N3CCC(Cc4ccccc4)CC3)cc1S2(=O)=O | -2% | / | -7%
COc1cccc(/C=C(/C#N)c2ccc(Cl)cc2)c1OCc1cccc(C(=O)O)c1 | -3% | 16% | ?
CCCCCc1nnc(NS(C)(=O)=O)s1 | -10% | -24% | -2%
Cc1ccc(NC(=O)c2nc[nH]c2C(=O)NCCCCCNC(=O)OC(C)(C)C)cc1 | -7% | / | -17%
COc1ccc(CCN(C(=O)c2snc(C(N)=O)c2N)C(C)C(=O)NC2CCCCC2)cc1OC (stereo not given) | 9% | 2% | -4%
Cn1c(=O)c2c(nc(N3CCCCC3)n2CCCNC2=NCCCC2)n(C)c1=O | 1% | 2% | -3%
CC1CCCN(C(=O)c2ccc(Cl)c(S(=O)(=O)N3CCCCCC3)c2)C1 (stereo not given) | -12% | / | -3%
COc1ccc(-c2cc(CNS(=O)(=O)c3ccc(F)cc3)on2)cc1 | 1% | -1% | -9%
Cc1ccc(N2CCN(CCc3nc4cc(NS(C)(=O)=O)ccc4n3C)CC2)cc1 | -5% | 2% | -7%
Clc1cccc(N2CCN(c3nc4ccccc4n4cnnc34)CC2)c1 | 2% | / | -5%
COc1ccc(CCCNC(=O)C2CCC(=O)N(Cc3ccccc3F)C2)cc1 (stereo not given) | 20% | -7% | -11%
CCOC(=O)C1(CCOC)CCN(Cc2cccc(OCc3ccccc3)c2)CC1 | -5% | -9% | -10%
COc1ccc(CNC(=O)CN2C(=O)CC(c3ccc(C)c(C)c3)=Nc3ccccc32)cc1 | 7% | / | 0%
COCCn1c(=O)c(C)nc2cnc(OCc3ccccc3)nc21 | / | 1% | -10%
Cc1ccc(C(=O)NNC(=O)c2ccc(-n3cncn3)c([N+](=O)[O-])c2)cc1 | 1% | 2% | 1%
CCN(CC)CCCNc1ncnc2c1cnn2-c1ccc(C)c(C)c1 | 3% | / | 2%
COC(=O)c1cc(NC(=O)CC2NCCNC2=O)cc(C(=O)OC)c1 (stereo not given) | 12% | 3% | -8%
COc1cccc(NC(=O)N2CCN(c3nnnn3-c3ccccc3)CC2)c1 | 1% | ? | -7%
COc1ccc(C(=O)CSc2nc3ccc([N+](=O)[O-])cc3[nH]2)cc1 | -1% | -23% | 0%
COc1cc(CCCN2C(=O)C(=O)NC[C@@H]2CCCCN)cc(OC)c1OC | -2% | -3% | -4%
Cc1cc(Nc2nc3ccccc3nc2Cl)n(-c2ccccc2C)n1 | -22% | 8% | -21%

Full records, looked up by structure.
Cc1ccc(N2CCN(CCc3nc4cc(NS(C)(=O)=O)ccc4n3C)CC2)cc1 is entered as FEN1 inh = -5%; N370S GC = 2%; GCN5L2 inh = -7%
CCC1=Nc2cc(C(=O)NCCN3CCOCC3)ccc2Sc2ccc(C)cc21 is entered as FEN1 inh = -1%; N370S GC = -19%; GCN5L2 inh = -5%
COc1ccc(C(=O)CSc2cc(C)nc3nc(C)nn23)cc1OC is entered as FEN1 inh = -1%; N370S GC = 1%; GCN5L2 inh = -13%

Three entries out of the list above, sorted by the value under GCN5L2 inh, highest first.
SMILES | FEN1 inh | N370S GC | GCN5L2 inh
CCCCCc1nnc(NS(C)(=O)=O)s1 | -10% | -24% | -2%
COc1ccc(CCN(C(=O)c2snc(C(N)=O)c2N)C(C)C(=O)NC2CCCCC2)cc1OC (stereo not given) | 9% | 2% | -4%
Clc1cccc(N2CCN(c3nc4ccccc4n4cnnc34)CC2)c1 | 2% | / | -5%

Structures listed so far that contain a CF3 group:
SMILES | FEN1 inh | N370S GC | GCN5L2 inh
Nc1cc(OCC(F)(F)F)cc(OCC(F)(F)F)c1 | 0% | -3% | -4%
O=C(N/N=C/c1cccc(C(F)(F)F)c1)c1ccc(O)cc1 | -5% | 7% | -8%

Source: PubChem
